Source: PubChem BioAssay (several laboratories)
GDH-TPI counter = GDH-TPI coupling enzyme inhibitors, primary screen, artefact control for M. tuberculosis FBA inhibitor project, biochemical, absorbance, full deck | GDH-TPI coupled enzyme counterscreen, NADH absorbance | inhibition, % at 4.8 µM | hit rate 1.2% among 360,000; in the data active = inhibition above about 30%;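 also: 0% = DMSO wells and 100% = wells lacking the enzyme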
PrPC TRFRET = inhibitors of human cell surface prion protein PrPC, primary screen, cell-based, TR-FRET; Major prion protein (Homo sapiens), P04156; TR-FRET read-out; inhibition, % at 13.8 µM; hit rate 0.43% among 370,000; in the data active = inhibition above about 24%; also: 0% = median of the test wells and 100% = reference compound wells
MazF activator = activators of E. coli MazEF toxin-antitoxin RNase, primary screen, biochemical, fluorescence, uHTS | Endoribonuclease toxin MazF (Escherichia coli (strain K12)), P0AE70 | FAM/BHQ RNA-DNA oligo cleavage fluorescence, 5 h | activation, % at 20 µM | hit rate 0.32% among 350,000; in the data active = activation above about 50%
Target sequence (P0AE70 whole entry, looked up): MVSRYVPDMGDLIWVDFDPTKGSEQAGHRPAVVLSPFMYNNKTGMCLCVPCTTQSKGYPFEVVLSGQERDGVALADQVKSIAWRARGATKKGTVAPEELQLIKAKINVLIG
BioA inh = M. tuberculosis BioA enzyme inhibitors, primary screen, biochemical, plate reader, single point, HTS; 7,8-diaminopelargonic acid synthase BioA (Mycobacterium tuberculosis); purified M. tuberculosis BioA enzyme; inhibition, % at 9.99 µM; hit rate 0.096% among 360,000; AID 602481, 2012; in the data active = inhibition above about 40%; inconclusive = no clear call, values can overlap the other calls
FadD28 FP inh = inhibitors of FadD28 bisubstrate probe binding, primary screen, biochemical, fluorescence polarization, single point; Mycobacterium tuberculosis FadD28 fatty-acid-AMP ligase; inhibition, % at 12.5 µM; hit rate 0.22% among 360,000; AID 588549, 2011; in the data active = inhibition above about 8.5%, passing the limit was not always enough; inconclusive = no clear call, values can overlap the other calls
Mtb UGM inh = M. tuberculosis UGM enzyme inhibitors, primary screen, biochemical, fluorescence polarization, single point | purified UGM, fluorescence polarization probe displacement | UDP-galactopyranose mutase (Mycobacterium tuberculosis (strain ATCC 25618 / H37Rv)), … | inhibition, % at 10 µM | AID 504406, 2011 | hit rate 0.06% among 320,000; in the data active = inhibition above about 10%, passing the limit was not always enough; inconclusive = no clear call, values can overlap the other calls
Target sequence (P9WIQ1 whole entry, looked up): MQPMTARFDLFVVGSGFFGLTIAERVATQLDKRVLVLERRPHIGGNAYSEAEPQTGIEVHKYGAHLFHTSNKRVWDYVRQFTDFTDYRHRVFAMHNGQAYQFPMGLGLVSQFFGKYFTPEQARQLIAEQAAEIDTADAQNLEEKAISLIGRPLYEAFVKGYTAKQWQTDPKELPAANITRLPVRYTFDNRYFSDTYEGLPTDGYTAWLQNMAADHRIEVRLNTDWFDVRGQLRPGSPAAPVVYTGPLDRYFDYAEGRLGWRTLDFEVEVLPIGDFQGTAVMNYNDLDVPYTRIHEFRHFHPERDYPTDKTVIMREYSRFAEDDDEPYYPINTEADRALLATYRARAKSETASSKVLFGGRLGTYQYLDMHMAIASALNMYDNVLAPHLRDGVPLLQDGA
BoNT-F LC inh = BoNT/F light chain protease inhibitors, primary screen, biochemical, flow cytometry, MLPCN library; Botulinum neurotoxin type F light chain protease (Clostridium botulinum); Multiplex microsphere protease cleavage assay; inhibition, % at 10 µM; hit rate 0.22% among 360,000; in the data active = inhibition above about 35%, passing the limit was not always enough; inconclusive = no clear call, values can overlap the other calls; also: plate controls were buffer without enzyme for full effect and enzyme alone for no effect
FBA Mtb inh = Mtb FBA enzyme inhibitors, primary screen, biochemical, fluorescence, strain H37Rv. purified M. tuberculosis FBA, fluorescence read-out. inhibition, % at 1 µM. hit rate 2.3% among 360,000. AID 588726, 2011; in the data active = inhibition above about 27%;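 also: 0% = vehicle and 100% = reference inhibitor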
Rv3671c inh = Rv3671c serine protease inhibitors, primary screen, biochemical, fluorescence polarization, M. tuberculosis H37Rv | P9WHR9 | inhibition, % at 5.96 µM | hit rate 0.048% among 320,000 | AID 2606, 2010; in the data active = inhibition above about 38%;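 also: extracellular domain of Rv3671c used as enzyme; 0% = enzyme with DMSO and 100% = no enzyme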
Target sequence (P9WHR9 whole entry, looked up, the tested form may be a part): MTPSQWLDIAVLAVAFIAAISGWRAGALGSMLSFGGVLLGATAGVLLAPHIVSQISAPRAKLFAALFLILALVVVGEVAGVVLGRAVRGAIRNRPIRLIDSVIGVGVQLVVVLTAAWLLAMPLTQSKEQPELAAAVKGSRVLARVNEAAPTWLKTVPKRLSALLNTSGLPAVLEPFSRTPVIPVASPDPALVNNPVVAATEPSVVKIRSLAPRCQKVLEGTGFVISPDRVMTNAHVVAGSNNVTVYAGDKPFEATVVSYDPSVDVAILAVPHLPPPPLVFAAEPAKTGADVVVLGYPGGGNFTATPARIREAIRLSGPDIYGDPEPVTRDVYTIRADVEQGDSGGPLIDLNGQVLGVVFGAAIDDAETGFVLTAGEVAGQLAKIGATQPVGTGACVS
* hit, by the source's call; i = inactive; ? = inconclusive; . = no result given.

SMILES	GDH-TPI counter	PrPC TRFRET	MazF activator	BioA inh	FadD28 FP inh	Mtb UGM inh	BoNT-F LC inh	FBA Mtb inh	Rv3671c inh
Cc1cnc(C(=O)OCC(=O)N(Cc2ccccc2)C(C)C)cn1	-2.5	4.0	-8.3	.	-0.5	1.6	-3.1	-2.1	6.5
CC(C)(C)C(=O)Cn1c[n+](N)cn1	9.1	4.5	6.3	-1.1	-1.3	0.3	-10.3	4.5	-0.2
O=C(CCCn1cc([N+](=O)[O-])cn1)N1CCCCC1	-6.1	3.4	0.9	-0.9	-1.9	0.8	-4.0	-2.4	4.9
O=C(c1ccco1)N(Cc1ccccc1)Cc1ccccn1	-3.5	-7.7	5.7	.	-0.7	-0.8	1.9	-2.4	-0.4
COc1ccccc1NC(=O)Nc1nnc([C@H]2C[C@H](O)[C@@H](CO)O2)s1	7.1	9.8	.	-1.9	-4.5	.	-11.0	-3.9	.
Cc1cc(Nc2ccccc2C(=O)O)n2ncnc2n1	20.4	-1.5	-1.6	0.4	-0.9	.	-5.3	1.9	.
O=C1COc2ccc(NC(=O)N3CCN(c4ccc(F)cc4)CC3)cc2N1	12.2	2.0	5.9	0.0	-1.4	-3.6	-1.0	1.2	4.8
O=C(NCc1ccco1)C1CC(c2cc(C(F)(F)F)cc(C(F)(F)F)c2)=NO1 (stereo unspecified)	11.7	8.0	4.3	-0.7	-0.2	1.3	-2.1	5.8	0.3
Cc1ccc2nc(SC(C)C(=O)N3CCCC3)[nH]c2c1 (stereo unspecified)	-1.3	0.0	-5.1	-1.9	-2.7	2.2	1.7	-3.0	4.6
N/C(=N\N=C\c1ccc([N+](=O)[O-])cc1)c1nonc1N	16.1	-1.2	7.1	-0.5	-0.2	-0.8	.	-1.3	5.0
C/C(=N/NC(=O)c1cnccn1)c1ccncc1	1.6	3.6	7.3	11.4	0.7	2.5	-6.5	3.8	7.0
CCN(CC)S(=O)(=O)c1cccc(-c2n[nH]c(=S)n2/N=C/c2ccc(OC(F)F)cc2)c1	5.9	-8.3	-0.6	.	-2.7	-0.4	-1.7	1.6	-3.3
O=C(Nc1cccc(C(F)(F)F)c1)c1cc(-c2ccco2)on1	0.8	1.2	1.8	-0.4	-1.1	-2.1	6.7	-1.5	-3.4
Cc1ccc(OCCNC(=O)/C=C/c2ccccc2)cc1	1.1	3.3	-3.3	.	-1.0	-0.7	-7.9	-2.6	5.9
COc1ccc(NC(=O)CSc2ccc(-c3ccco3)nn2)cc1	-3.0	8.5	0.7	-0.2	-3.5	0.0	-6.5	-0.7	3.0
COc1ccc(-c2cnc3cccnn23)cn1	-3.6	-9.6	.	0.4	-3.8	.	0.6	29.4*	.
CCNC(=S)N(CCCN(C)C)Cc1cc2cc3c(cc2[nH]c1=O)OCCO3	11.5	5.5	3.2	0.6	-1.2	-1.8	?	10.1	-9.4
Cc1ccc2c(c1)c1c3n2CCN(C(=O)CN2CCN(C)CC2)C3CCC1 (stereo unspecified)	-1.9	-8.6	2.2	2.2	-3.9	-0.5	-21.7	7.3	2.5
COc1ccccc1N1CCN(Cc2ccsc2)CC1	21.9	-1.6	-0.2	-1.0	-1.4	2.1	-1.7	-0.1	-4.8
Cc1cc(C)cc(N2C(N)=NC(N)=NC2c2cccc(Cl)c2)c1 (stereo unspecified)	12.4	7.5	8.5	4.6	.	2.0	3.4	-1.3	-3.0

Some of the entries above, reformatted.
| Structure | GDH-TPI counter | PrPC TRFRET | MazF activator | BioA inh | FadD28 FP inh | Mtb UGM inh | BoNT-F LC inh | FBA Mtb inh | Rv3671c inh |
| --- | --- | --- | --- | --- | --- | --- | --- | --- | --- |
| CCN(CC)S(=O)(=O)c1cccc(-c2n[nH]c(=S)n2/N=C/c2ccc(OC(F)F)cc2)c1 | 5.9 | -8.3 | -0.6 | . | -2.7 | -0.4 | -1.7 | 1.6 | -3.3 |
| O=C(Nc1cccc(C(F)(F)F)c1)c1cc(-c2ccco2)on1 | 0.8 | 1.2 | 1.8 | -0.4 | -1.1 | -2.1 | 6.7 | -1.5 | -3.4 |
| Cc1ccc(OCCNC(=O)/C=C/c2ccccc2)cc1 | 1.1 | 3.3 | -3.3 | . | -1.0 | -0.7 | -7.9 | -2.6 | 5.9 |
| COc1ccc(NC(=O)CSc2ccc(-c3ccco3)nn2)cc1 | -3.0 | 8.5 | 0.7 | -0.2 | -3.5 | 0.0 | -6.5 | -0.7 | 3.0 |

Next structures
SMILES	GDH-TPI counter	PrPC TRFRET	MazF activator	BioA inh	FadD28 FP inh	Mtb UGM inh	BoNT-F LC inh	FBA Mtb inh	Rv3671c inh
CCOC(=O)c1c(NC(=O)COc2ncnc3ccccc23)sc(C(C)=O)c1C	5.3	28.8*	-3.6	11.9	-4.1	-1.3	3.3	-3.9	-5.5
Nc1c(O)cccc1C(=O)O	1.4	-14.7	-8.7	-0.6	-1.4	0.4	8.3	39.7*	-63.8
COCc1ccc(CN2CCCC(CO)(Cc3ccccc3C)C2)o1 (stereo unspecified)	1.3	-7.5	4.1	.	-2.2	-0.6	-7.7	-2.1	5.5
CC1(C)C(=Cc2ccccc2)C(=O)c2ccccc21	15.0	0.9	3.3	-0.2	-1.1	.	-3.8	-0.6	.
O=C(c1cc2ccccc2oc1=O)N(Cc1ccc(F)cc1)C1CCS(=O)(=O)C1 (stereo unspecified)	20.0	3.3	-1.8	-0.6	-3.9	-0.9	?	2.6	3.4
COc1ccc(CNC(=O)c2ccc(N3CCOCC3)c([N+](=O)[O-])c2)cc1	16.3	-16.6	3.9	.	0.1	-0.2	-3.6	0.0	-1.9
CC(=O)N1CCN(C(=O)c2ccc3c(c2)OCO3)CC1	3.5	0.9	0.8	.	-0.4	-0.2	-8.5	2.6	1.8
CCn1c2ccccc2c2cc(C3N=C(N)Nc4nc5ccccc5n43)ccc21 (stereo unspecified)	11.6	2.9	-20.2	-0.5	-5.9	-3.1	1.0	-0.6	1.6
O=C(CSc1nc(-c2ccc(F)cc2)cs1)N1CCN(C(=O)c2ccco2)CC1	-7.3	-11.1	0.4	13.8	-2.4	0.7	-8.5	-0.6	-5.2
O=C(O)c1cccc(-n2cccc2/C=C2\SC(=O)N(Cc3ccccc3F)C2=O)c1	10.8	-2.5	-11.3	.	-6.9	4.3	4.6	3.9	-0.4
COc1ccc(CNC(=O)CSc2nnc3c(n2)[nH]c2ccc(F)cc23)cc1	-0.4	-5.3	-10.2	-3.1	0.2	1.8	-11.2	-0.4	5.8
C=C1C(=O)O[C@H]2C[C@H]1[C@@H](OC(C)=O)C/C(C)=C/CC/C(C)=C\CC[C@]2(C)O	-13.5	38.5*	5.7	1.5	-3.5	.	-5.0	0.0	.
Cc1cc(C)nc(NS(=O)(=O)c2ccc(NC(=O)c3ccc(S(=O)(=O)N(C)C)cc3)cc2)n1	12.9	-3.3	5.9	-1.1	-1.0	1.7	.	4.5	-5.0
COCCNc1nc(-c2cc(-c3ccccc3)on2)cc(C(C)C)n1	-1.7	-3.6	4.4	-1.3	-2.4	2.4	-8.8	6.7	-2.1
COc1ccc(C(=O)N/C(=C\c2cn(C)c3ccccc23)C(=O)OCC(C)C)cc1	23.5	3.9	15.3	3.5	-3.4	2.6	-4.1	-1.3	-11.0
O=C(COC(=O)c1ccc(S(=O)(=O)NCc2ccco2)cc1)Nc1ccc(Cl)cn1	-4.3	-6.0	-12.7	.	-3.9	-1.4	-0.4	-2.6	-27.1
C=C(C)n1c(=O)n(Cc2ccccc2C)c2ccccc21	-9.9	-3.4	-1.9	48.2*	-2.8	-0.2	-8.6	3.4	-5.3
CC(Oc1ccccc1)C(=O)N=C1SC2CS(=O)(=O)CC2N1Cc1ccc(F)cc1 (stereo unspecified)	0.3	0.3	8.1	1.4	-3.5	-0.3	-6.9	0.1	-2.5
Cc1nn(CC(=O)O)c2ccccc12	3.7	1.3	4.3	-1.7	0.0	-1.3	-0.5	-0.9	3.0
Cc1cccc(NC(=O)CC(C)S(=O)(=O)c2ccc3c(c2)NC(=O)CO3)c1C (stereo unspecified)	-4.3	-1.8	1.9	0.1	-4.2	-2.1	-3.0	-0.3	3.5
COc1cccc(OC)c1C(=O)Nc1ccc(N2CCCC2)cc1	20.0	-8.7	3.6	-1.6	-0.8	-3.1	.	1.3	-10.9
COc1cc(-c2ccc3c(=O)c4ccccc4sc3c2)cc(OC)c1OC	12.3	-3.0	-26.0	-2.0	0.1	-0.6	3.9	5.9	-10.7
Nc1ccc2cc3[nH]c4cc(N)ccc4c3nc2c1	18.8	27.2*	i	.	?	.	-126.4	13.9	.
Cc1cccc(NC(=O)Nc2nnc([C@@H]3C[C@H](O)[C@@H](CO)O3)s2)c1	2.6	1.0	.	0.2	-2.0	.	-4.5	-1.4	.
COc1ccc(C)cc1N(C(=O)c1ccc(F)cc1)c1nc2ccccc2s1	2.9	0.2	-0.4	.	1.5	2.3	1.0	-2.0	-6.4
Cc1cc2oc(=O)cc(CN(Cc3ccccc3)Cc3ccccc3)c2cc1Cl	.	3.8	.	-0.6	-3.4	.	-13.1	-3.8	.
COc1ccccc1N(C(=O)CN1C(=O)c2ccccc2S1(=O)=O)C(C(=O)NCC1CCCO1)c1ccc(F)cc1 (stereo unspecified)	4.4	0.3	-1.9	-0.7	-0.6	0.7	-31.6	0.4	2.1
COc1ccc(C(=O)Nc2cccc(C(C)=O)c2)cc1OC	2.0	1.4	-10.8	14.8	-3.5	5.7	17.5	2.5	5.3
Nc1ccc(CCN2CCN(c3cccc(C(F)(F)F)c3)CC2)cc1	-8.2	17.7	-3.4	-0.2	-2.3	6.1	-8.1	-0.2	-0.6
CCOc1cc(NC(=S)N2CCC(C(N)=O)CC2)c(C(=O)OC)cc1OCC	4.4	-6.6	7.8	-2.4	-1.1	-0.7	-4.7	-1.7	0.4
COc1ccc(C(=O)Nc2ccnn2C2CCN(C(=O)CCC(F)(F)F)CC2)cc1	3.5	9.6	7.5	-0.5	0.2	0.1	5.2	-1.8	-3.2
CCCCN1C(=S)SC(C)(C)C1/[N+]([O-])=C/c1cccnc1 (stereo unspecified)	-9.8	-3.5	5.0	-0.5	-3.5	0.4	4.2	-14.3	0.9
Cc1ccc(CN2CC(N3CCCCC3)CS2(=O)=O)cc1 (stereo unspecified)	.	-0.2	.	0.9	-1.0	.	7.9	2.5	.
Cc1cc(N(C)C)c(C#N)c(=O)[nH]1	-8.8	3.1	6.9	-0.9	-3.9	-2.8	-2.6	1.9	5.7
O=C(CCc1ccc(S(=O)(=O)NC2CCCCC2)cc1)N(Cc1ccccc1)Cc1ccccc1	0.3	14.0	2.1	-1.5	0.2	1.8	-2.7	-1.4	-22.7
CCOC(=O)c1cnc2c(C)cccc2c1NCCc1ccc(OC)c(OC)c1	10.5	-0.7	-1.7	2.7	-2.4	0.2	.	2.4	-4.6
Cc1ccc(CC(=O)NC(C)CCc2ccccc2)cc1 (stereo unspecified)	3.7	0.4	-7.0	0.5	-2.1	0.7	-16.1	-0.8	-3.5
C[C@@H](c1ccccc1)N1Cc2ccccc2Oc2cc(Br)ccc2S1(=O)=O	2.1	3.6	-1.8	-3.3	-0.1	.	-4.1	0.5	.
Cc1nc2ccccc2c2oc(C(=O)Nc3ccc4c(c3)OCCO4)cc12	24.8	4.6	26.2	-2.5	-0.1	3.6	-6.2	-0.3	-0.3
CC(C)(C)OC(=O)CN1C(=O)C(Sc2n[nH]c(-c3ccccc3)n2)CCc2ccccc21 (stereo unspecified)	7.8	5.3	-1.8	2.6	1.1	-0.9	-1.7	-1.8	-8.0
COc1ccc(NS(=O)(=O)c2cccc(C(=O)NN=Cc3ccc(OC)cc3OC)c2)cc1	28.9	0.6	4.0	-0.8	-5.1	0.1	1.8	-1.7	-64.5

Single values from above:
Under GDH-TPI counter, Cc1ccc(CC(=O)NC(C)CCc2ccccc2)cc1 (stereo unspecified) is entered as 3.7
Under Rv3671c inh, CC(Oc1ccccc1)C(=O)N=C1SC2CS(=O)(=O)CC2N1Cc1ccc(F)cc1 (stereo unspecified) is entered as -2.5
